Fam108B counter – mouse Fam108B serine hydrolase inhibitors, primary screen, counter-screen for RBBP9 inhibitor project, biochemical, fluorescence polarization; recombinant Fam108B, FP-Rh probe fluorescence polarization; inhibition, % at 9.51 µM; 300,000 tested, 0.33% active; AID 1947, 2009;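 active = inhibition above the screen mean inhibition plus 3 SD, computed separately per campaign, cut at about 18% in these data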;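 note: inhibitors lower polarization as less probe binds the enzyme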
BCLXL inh – inhibitors of human Bcl-xL, primary screen, biochemical, fluorescence polarization, HTS | AID 2129, 2009 | GST-Bcl-xL / FITC-Bim BH3 peptide fluorescence polarization | 320,000 tested, 0.7% active | inhibition, % at 10.9 µM | Bcl-2-like protein 1 (Homo sapiens), Q07817;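 active = inhibition above the mean of all tested compounds plus 3 SD, cutoff set per campaign, cut at about 30% in these data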;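 note: 0% = DMSO wells and 100% = unlabeled Bim-BH3 peptide competitor; inhibitors lower millipolarization by displacing the labeled peptide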
Target sequence (Q07817 whole entry, looked up): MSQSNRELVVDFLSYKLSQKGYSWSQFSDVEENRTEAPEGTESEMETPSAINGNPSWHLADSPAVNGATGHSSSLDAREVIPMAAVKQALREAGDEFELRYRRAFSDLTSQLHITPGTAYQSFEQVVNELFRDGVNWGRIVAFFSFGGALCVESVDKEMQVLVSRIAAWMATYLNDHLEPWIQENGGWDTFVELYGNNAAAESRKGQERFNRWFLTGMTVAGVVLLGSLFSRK
AGP1 TOR yeast – modulators of AGP1-GFP expression in yeast TOR pathway, primary screen, cell-based, multiplex flow cytometry, S. cerevisiae, MLPCN library | 320,000 tested, 0.02% active | GFP response vs DMSO, % at 10 µM | 3 h; GFP as percent of DMSO wells;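 active = GFP response relative to DMSO above a set limit, near screen average plus 3 SD, cut at about 150% in these data; inconclusive = fewer than 70 cells counted for the yeast strain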;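 note: median GFP channel fluorescence of the gated AGP1 strain per well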
MEX-5 binding – MEX-5 zinc finger RNA-binding disruptors – biochemical, C. elegans, fluorescence polarization, MLPCN library, primary screen; MEX-5/FITC-TCR2 RNA binding; hits give low values; activity score (negative = inhibition of binding), % at 10 µM; 300,000 tested, 0.38% active;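 active = inhibition past about -25% in most replicates, and total fluorescence under double the plate's negative control median, limit read from the data; inconclusive = replicates evenly split on the limit, or fluorescence at least double controls; inactive = too little inhibition in most replicates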;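 note: 0% = DMSO and -100% = 5 µM competing unlabeled TCR2 RNA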
Target sequence (Q9XUB2 whole entry, looked up): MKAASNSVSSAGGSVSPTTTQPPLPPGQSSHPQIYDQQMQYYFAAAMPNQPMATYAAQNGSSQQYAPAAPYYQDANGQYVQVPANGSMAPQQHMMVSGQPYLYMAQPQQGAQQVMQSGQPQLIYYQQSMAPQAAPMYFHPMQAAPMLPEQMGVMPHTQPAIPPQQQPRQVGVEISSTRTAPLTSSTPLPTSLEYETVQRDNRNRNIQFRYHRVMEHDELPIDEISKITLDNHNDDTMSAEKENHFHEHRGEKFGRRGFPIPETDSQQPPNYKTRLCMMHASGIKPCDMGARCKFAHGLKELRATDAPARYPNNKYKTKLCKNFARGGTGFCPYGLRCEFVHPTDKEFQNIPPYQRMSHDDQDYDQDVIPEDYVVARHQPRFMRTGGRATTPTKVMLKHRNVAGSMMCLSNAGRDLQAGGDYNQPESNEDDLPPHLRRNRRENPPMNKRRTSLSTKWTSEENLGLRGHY
MCL1-BIM inh – inhibitors of MCL1 binding to BIM-BH3, primary screen, biochemical, fluorescence polarization; Induced myeloid leukemia cell differentiation protein Mcl-1 (Homo sapiens), Q07820; GST-MCL1 / FITC-Bim-BH3 fluorescence polarization; inhibition, % at 10.9 µM; 320,000 tested, 0.68% active;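 active = inhibition above the mean inhibition of all tested compounds plus 3 SD, set per campaign, cut at about 40% in these data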;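 note: 0% = DMSO wells and 100% = unlabeled Bim-BH3 peptide control; higher means more loss of mP so more displacement of Bim peptide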
Target sequence (Q07820 whole entry, looked up): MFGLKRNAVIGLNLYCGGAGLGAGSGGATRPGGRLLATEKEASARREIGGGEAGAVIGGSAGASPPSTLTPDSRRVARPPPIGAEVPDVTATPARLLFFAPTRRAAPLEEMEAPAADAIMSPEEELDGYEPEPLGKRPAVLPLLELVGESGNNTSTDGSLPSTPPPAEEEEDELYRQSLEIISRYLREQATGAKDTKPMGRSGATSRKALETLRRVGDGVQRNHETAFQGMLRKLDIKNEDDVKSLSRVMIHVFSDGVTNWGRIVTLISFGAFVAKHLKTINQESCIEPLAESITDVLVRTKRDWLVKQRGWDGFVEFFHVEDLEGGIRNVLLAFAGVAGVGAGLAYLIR
GLD-1 RNA inh – GLD-1/TGE RNA complex disruptors, primary screen, biochemical, fluorescence polarization; AID 2280, 2010; 320,000 tested, 0.44% active; Female germline-specific tumor suppressor gld-1 (Caenorhabditis elegans), Q17339; inhibition, % at 5.96 µM; purified GLD-1 + fluorescein TGE RNA;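 active = percent inhibition above a per-plate cutoff, the plate mean of test compounds plus 3 SD, cut at about 30% in these data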;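 note: 0% = DMSO wells with GLD-1 and probe and 100% = wells lacking GLD-1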
GRK2 inh – compounds blocking aptamer binding on GRK2 – biochemical, human GRK2, bead flow cytometry, HTS, primary screen; FAM-aptamer displacement from GRK2; inhibition of aptamer binding, % at 10 µM; 330,000 tested, 0.59% active; AID 488847, 2010;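 active = inhibition of aptamer binding above 40%, roughly 3 SD of noise, on plates passing a quality check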;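 note: median bead fluorescence of bound FAM aptamer so fluorescent compounds give negative values; no value below 0 was filed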
CIT2-GFP yeast – modulators of CIT2-GFP expression in yeast, primary screen, S. cerevisiae, GFP fusion, multiplex flow cytometry, MLPCN library. S. cerevisiae CIT2-GFP strain, 3 h; 100 means same as DMSO wells. 320,000 tested, 0.065% active. GFP response vs DMSO, % at 10 µM;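 active = GFP response relative to DMSO above a set limit, near the screen mean plus 3 SD, cut at about 150% in these data; inconclusive = Fewer than 70 cells measured for a yeast strain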;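 note: ratio of well median GFP fluorescence to mean of DMSO wells on the plate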
VLA-4 inh – inhibition in human VLA-4 binding assay, primary screen, VLA-4 allosteric modulator project, MLPCN library, flow cytometry, VLA-4 expressing cells; Integrin alpha-4 (Homo sapiens), P13612; ligand binding flow cytometry; inhibition, % (about 7 µM as worked out from the volumes in the protocol); 330,000 tested, 0.2% active; AID 2557, 2010; in the data active = inhibition above about 50%
* hit, by the source's call; ? = inconclusive; nt = not tested or not shown. Hits appear at their usual frequency; overall some 2.2% were active at least once.

SMILES	Fam108B counter	BCLXL inh	AGP1 TOR yeast	MEX-5 binding	MCL1-BIM inh	GLD-1 RNA inh	GRK2 inh	CIT2-GFP yeast	VLA-4 inh
COC(=O)C1CCN(S(=O)(=O)Cc2ccccc2)CC1	2	1	90	1.3	2	-4	2	86	0
O=C(COC(=O)/C=C/c1ccc(Cl)cc1Cl)NCc1ccco1	-4	1	94	2.4	11	4	0	100	-16
COc1ccc(NC(=O)CCN2C(=O)C3C4CCC(C4)C3C2=O)cc1 (centres undefined)	0	5	115	2.3	10	2	0	107	6
Cc1cccc(-n2nnc(C(=O)NCc3ccccc3Cl)c2N)c1	4	-3	103	1.5	1	-3	1	103	31
CCN1CCN(C(=O)CS(=O)(=O)Cc2nc(-c3ccccc3C)oc2C)CC1	-3	0	101	-0.6	2	-1	1	97	10
Cc1ccccc1NCCC(=O)Nc1ccc(Cl)cc1	4	4	99	1.5	5	5	7	84	16
CC(=O)Cc1nsc(NC(=O)c2ccc(COc3ccccc3C)o2)n1	2	2	105	1.2	1	5	2	106	-5
COc1ccc(Cc2nc3ccccc3[nH]c2=O)cc1	-2	0	92	-0.1	-3	5	2	100	-8
COC(=O)C1=C(C)NC(C)=C(C(=O)OC)C1c1ccc(OC(=O)c2oc3ccccc3c2C)c(OC)c1	-9	3	100	0.3	2	1	0	157*	-3
COc1ccc(NC2CC(=O)N(C(C)C)C2=O)cc1 (centres undefined)	2	10	104	0.9	3	-4	1	95	7
COc1ccc2c(CC(=O)Nc3ccc(N4CCOCC4)cc3)coc2c1	5	2	93	3.5	4	-1	0	98	0
CCN(c1ccccc1)S(=O)(=O)c1ccc(C(=O)NNC(=O)c2ccccc2F)cc1	nt	3	99	nt	6	9	0	89	-6
CN(C)n1cccc1/C=C(\C#N)S(=O)(=O)c1ccc(Cl)cc1	-9	-14	97	1.0	-11	2	2	90	-5
CCc1nnc(NC(=O)CSc2nnc(-c3ccc(OC)cc3)n2C)s1	-3	1	100	2.9	4	1	2	100	6
CS(=O)(=O)NCCCNc1ccc(Cl)cc1[N+](=O)[O-]	4	2	102	0.0	7	3	0	112	0
CC1Oc2ccccc2N(CC(=O)N2CCCc3ccccc32)C1=O (centres undefined)	3	5	99	-0.5	1	3	0	110	1
CC(C)CC(=O)Nc1nnc(SCC(=O)Nc2nccs2)s1	3	6	112	-0.8	12	5	0	107	6
CCCNC(=O)c1cccc(COCC(F)(F)C(F)F)c1	0	1	109	0.9	-3	4	0	106	9
CN1C(=O)NC(c2cccc(F)c2)C2=C1CC(C)(C)CC2=O (centres undefined)	4	36*	95	1.3	4	-7	2	101	7
Cc1ccccc1NC(=O)CSc1nnc(CNC(=O)c2ccc3c(c2)OCO3)n1C	-1	2	105	2.3	1	-5	3	107	9

Looked up by structure from the entries so far, 2 records:
SMILES	Fam108B counter	BCLXL inh	AGP1 TOR yeast	MEX-5 binding	MCL1-BIM inh	GLD-1 RNA inh	GRK2 inh	CIT2-GFP yeast	VLA-4 inh
COc1ccc2c(CC(=O)Nc3ccc(N4CCOCC4)cc3)coc2c1	5	2	93	3.5	4	-1	0	98	0
Cc1ccccc1NC(=O)CSc1nnc(CNC(=O)c2ccc3c(c2)OCO3)n1C	-1	2	105	2.3	1	-5	3	107	9

(more compounds)
SMILES	Fam108B counter	BCLXL inh	AGP1 TOR yeast	MEX-5 binding	MCL1-BIM inh	GLD-1 RNA inh	GRK2 inh	CIT2-GFP yeast	VLA-4 inh
S=C(NCCCN1CCOCC1)N1CCOCC1	1	3	101	2.6	-1	-2	2	91	2
COc1ccc(S(=O)(=O)N2CCCCCC2)cc1C(=O)NCCOc1ccc(C)cc1	-2	4	103	-2.4	-1	10	0	94	0
Cc1sc2nc(C3CC3)nc(N3CCN(C(=O)c4ccccc4F)CC3)c2c1C	-2	1	?	-0.1	4	1	0	?	5
O=C(NCCc1ccccc1F)C1CCCN1S(=O)(=O)c1ccccc1 (centres undefined)	0	2	104	-3.1	5	8	0	105	5
Cc1ccsc1CN(C(=O)c1ccc([N+](=O)[O-])cc1)C1CCS(=O)(=O)C1 (centres undefined)	-2	0	101	2.9	0	-2	0	nt	-7
Cc1ccccc1C(=O)N1CCN(S(=O)(=O)c2ccccc2)CC1	-1	0	97	0.9	-4	2	0	nt	9
CCOc1ccccc1NC(=O)Cc1cccs1	-2	3	100	-2.2	22	-11	5	102	-3
CC(C)[C@H](NC(=O)c1ccccc1)C(=O)OCC(=O)Nc1sccc1C(N)=O	nt	nt	93	nt	nt	-3	0	86	-4
CCCc1cc(=O)oc2cc(OCC(=O)N3CCN(C(=O)C4COc5ccccc5O4)CC3)ccc12 (centres undefined)	0	7	122	1.5	3	4	0	108	5
CC(O)[C@H]1CNCCN1CCc1cccc(F)c1 (some centres undefined)	4	3	87	-4.5	5	0	1	96	0
CC1(C)CC(=O)C2=C(C1)N(CC1CCCO1)C(=O)NC2(C(F)(F)F)C(F)(F)F (centres undefined)	-3	1	85	-2.9	3	4	2	81	-9
Cc1nc(C)c(Oc2ccc(Cl)cc2Cl)c(=O)[nH]1	1	2	104	-0.3	9	6	9	110	-4
CCC(C)NC(=O)c1ccc(NC(=O)C2CCCO2)cc1 (centres undefined)	1	-1	113	1.5	-3	0	0	111	-10
CN1CCN(S(=O)(=O)c2cccc3nsnc23)CC1	-2	8	91	0.3	6	7	0	95	4
CCn1c(O)c(/C=N/N=C/c2ccc(OC)cc2)c2cc(C3=NNC(=O)CC3)ccc21	-1	-7	105	-14	-2	-12	1	98	-3
NC(=O)NC(=O)COC(=O)c1cccc(NS(=O)(=O)/C=C/c2ccccc2)c1	-3	-2	90	-1.0	-4	5	2	82	2
CNC(=O)CSc1nnc(COc2ccc(Cl)cc2)n1CCOC	2	-2	nt	0.9	-3	6	0	106	3
COc1ccc(COC(=O)CCNC(=O)c2ccc(Cl)cc2)cc1	1	-5	93	2.4	-5	-3	2	94	-5
Cc1c(C(=O)NCCc2ccc(S(N)(=O)=O)cc2)cccc1[N+](=O)[O-]	-3	3	93	-3.4	1	5	1	84	8
CCOC(=O)c1c(C)[nH]c2cc(Br)c(O)cc12	8	2	96	0.9	6	-1	0	98	25
Fc1ccc(C2CCCN2Cc2nc(-c3cnccn3)no2)cc1 (centres undefined)	0	-4	90	1.7	-13	-4	2	89	2
COc1ccc(-n2ccnc(SCC(=O)NC3CCCCC3)c2=O)cc1	5	0	101	3.8	-1	4	1	105	-2
COc1ccccc1-c1nnc(SCc2ccccn2)n1C	-1	0	108	3.2	-7	-4	0	105	1
CC(C)(C)c1ccc(Oc2ccc(NC(=O)C3CC=CCC3C(=O)O)cc2)cc1 (centres undefined)	1	4	95	2.2	-6	-1	3	87	-13
CC(=O)NN1C(=O)/C(=C\c2ccc(Cl)cc2)SC1=S	3	7	101	-0.9	3	-10	5	99	15
CCN(C(=O)COC(=O)C1CCN(S(=O)(=O)c2ccc3c(c2)OCCO3)CC1)C1CCCCC1	-1	-6	104	0.2	-16	-1	1	92	-4
Cc1ccc(-n2c(=S)[nH]c3[nH]ncc3c2=O)cc1	3	14	94	-3.4	6	2	1	94	6
CCCCn1c(N)c(N(CC(C)C)C(=O)c2ccc(-c3ccc(C(C)=O)cc3)o2)c(=O)[nH]c1=O	-5	-11	98	-2.2	-7	0	0	100	-3
CCCCCCCCCn1c2c(c(=N)c3c1CCC3)CCC2	4	-1	90	-0.8	4	-8	0	97	-2
O=C(COC(=O)c1ccc(F)c(S(=O)(=O)N2CCOCC2)c1)NCc1ccc(Cl)cc1	nt	nt	101	nt	nt	2	0	102	-20
CN(C)S(=O)(=O)c1ccc(NC(=O)CN2CCCC2c2ccc3c(c2)OCCCO3)cc1 (centres undefined)	nt	6	104	nt	8	-2	0	96	-1
N/C(CC(=O)Nc1cc(C(F)(F)F)ccc1Cl)=N\O	1	5	98	-0.7	11	8	1	100	-10
Oc1ccccc1C1=NCCNC(C(F)(F)C(F)F)=C1	0	3	99	1.3	1	8	0	98	4
Cc1ccc(C)c(OCC(=O)Nc2ccccc2C(=O)NC2CC2)c1	nt	nt	100	4.0	nt	nt	0	101	4
CC(C)Cc1ccccc1S(N)(=O)=O	1	6	90	3.9	2	-2	0	99	2
Cc1ccc[n+](-c2nc3ccccc3nc2[N-]S(=O)(=O)c2ccccc2)c1	2	4	102	-2.4	1	4	0	102	-1
Cc1cc(NC(=O)c2ccc3c(c2)OCCO3)ccc1NC(=O)c1cc2ccccc2o1	-9	5	101	0.3	1	2	0	89	4
Cc1cc(NC(=O)COC(=O)CCNS(=O)(=O)c2c(Cl)cccc2Cl)no1	0	-12	96	-1.0	-16	-6	1	91	2
c1ccc(COc2cccc(CN3CCN(c4ccccn4)CC3)c2)cc1	-3	4	106	-3.5	1	-2	0	100	15
COCCNC(=O)NC12CC3(C)CC(C)(CC(C)(C3)C1)C2	2	-1	100	-0.2	15	6	28	113	4
CC(=O)Nc1ccc(OS(=O)(=O)c2c(C)cc(C)cc2C)cc1	1	2	103	1.1	8	5	0	97	3
Cc1occc1C(=O)Nc1ccc(OCc2ccccc2)cc1	-1	-1	103	2.6	-2	5	0	98	4
CCOC(=O)c1c(C)nc(C)c(C(=O)OCC)c1-c1cccc(N)c1	0	1	90	0.6	-3	0	0	98	10
Cc1ccc(S(=O)(=O)N2Cc3ccccc3CC2C(=O)Nc2ccc3c(c2)OCO3)cc1 (centres undefined)	4	0	97	-1.0	12	5	2	86	7
CC1=C(C(=O)OCc2ccccc2)C(c2cccc(Cl)c2Cl)NC(=O)N1CCCCCC(=O)O (centres undefined)	2	2	99	1.5	-1	4	3	98	23
O=C(c1ccccc1Oc1ccc([N+](=O)[O-])cc1)N1CCOCC1	0	7	104	1.6	-1	2	8	108	-3
Cc1cc(C)c(C#N)c(SCc2ccccc2F)n1	-4	-1	103	0.1	-1	3	1	100	9
COc1ccc(C(=O)NC2CC2)cc1OC1CCN(Cc2cnn(C)c2C)CC1	nt	nt	107	3.6	nt	nt	0	115	21
CCOC(=O)c1c(N)nn(C(=O)C(C)C)c1-c1ccccc1	5	3	105	-2.9	2	3	1	105	10
Cc1ccc(-n2c(Cc3cccn3C)nnc2SCC(=O)Nc2ccc3c(c2)OCO3)cc1	5	-4	97	-0.3	-4	-1	2	101	0
CC(=O)Oc1ccc(-c2cccc(C(=O)OCC(=O)N(C)c3ccccc3)c2)cc1	0	3	94	1.7	9	9	2	94	-12
Cc1ccccc1N(CC(=O)N1CCc2ccccc2C1)S(C)(=O)=O	-6	10	99	2.0	14	10	0	102	-3
CC(C)C(=O)N1CCN(c2ccc(NC(=O)c3ccc(Br)o3)cc2)CC1	-1	5	100	-0.4	-5	-6	8	99	7
Cc1ccc(N(Cc2cc3ccc(C)cc3[nH]c2=O)C(=O)c2cccs2)cc1	4	4	100	-0.3	2	-4	0	96	-1
CCN(CC)CCOC(=O)C1(c2ccc([N+](=O)[O-])cc2)CCCC1	0	1	94	nt	-6	2	0	87	19

High-throughput results from PubChem BioAssay.
